Bioassay records (PubChem BioAssay)
ASAP1 inh: inhibitors of human ASAP1 ArfGAP activity, primary screen, biochemical, fluorescence polarization; Arf-GAP with SH3 domain, ANK repeat and PH domain-containing protein 1 (Homo sapiens), …; ASAP1-stimulated ARF1 GTP hydrolysis, GDP FP detection; inhibition, % at 16.5 µM; actives 0.19% (n = 360,000); AID 624377, 2012; in the data active means inhibition above about 25%;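 further: 0% = vehicle with enzyme and substrate and 100% = no enzyme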
Target sequence (Q9ULH1 325-724 limits assumed): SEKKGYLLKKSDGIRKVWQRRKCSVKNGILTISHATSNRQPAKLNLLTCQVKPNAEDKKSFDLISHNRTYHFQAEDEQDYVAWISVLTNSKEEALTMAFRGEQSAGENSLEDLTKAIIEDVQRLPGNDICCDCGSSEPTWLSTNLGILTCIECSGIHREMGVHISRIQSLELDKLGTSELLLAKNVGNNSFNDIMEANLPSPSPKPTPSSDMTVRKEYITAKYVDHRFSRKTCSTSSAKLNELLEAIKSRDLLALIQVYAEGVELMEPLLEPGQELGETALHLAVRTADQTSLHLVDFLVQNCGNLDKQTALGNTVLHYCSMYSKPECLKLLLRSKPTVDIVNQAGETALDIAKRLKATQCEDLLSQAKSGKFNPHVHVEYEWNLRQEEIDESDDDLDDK
ARFGAP1 inhibitor: inhibitors of rat ARFGAP1 GAP activity, primary screen, biochemical, fluorescence polarization, GDP tracer | ADP-ribosylation factor GTPase-activating protein 1 (Rattus norvegicus), Q62848 | Arfgap1-stimulated ARF1 GTP hydrolysis, GDP FP detection | inhibition, % at 16.5 µM | actives 0.26% (n = 360,000) | AID 651572, 2012;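 active means inhibition above a per-plate limit, mean inhibition of low control wells plus 3 SD, cut at about 25% in these data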;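 further: 0% = DMSO wells with enzyme and 100% = wells lacking Arfgap1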
Target sequence (Q62848 1-136 limits assumed): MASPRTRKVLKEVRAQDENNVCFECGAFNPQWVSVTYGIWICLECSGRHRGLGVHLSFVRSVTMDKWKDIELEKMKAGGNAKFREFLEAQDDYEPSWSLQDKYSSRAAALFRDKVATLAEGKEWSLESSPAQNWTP
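material = rat Arfgap1 catalytic domain, aa 1-136 | also added = human ARF1(Δ1-17)-GTP substrate | compound dosing = one concentration, 16.5 µM, DMSO 1.26% | times = GTP hydrolysis reaction 2 h at 25 °C | measured by = FP, GDP Alexa 633 tracer displaced from anti-GDP antibody, 620/688 nm | evaluation = percent inhibition of Arfgap1-stimulated GTP hydrolysis | replication = single well per compound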
SMARCA2 act: SMARCA2 (BRM) function activators, primary screen, cell-based, luminescence, high throughput; MG213 cells, MMTV-luciferase reporter, dexamethasone, overnight; activation, % at 9.1 µM; actives 1% (n = 370,000); AID 652017, 2013; in the data active means activation above about 7.8%;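 further: 0% = vehicle wells and 100% = reference activator wells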
PG9 Ab binder: binders of HIV-1 gp120 antibody PG9, primary screen, biochemical, TR-FRET; inhibition, % at 6.7 µM; HIV-1 gp120 / PG9 antibody interaction; actives 0.43% (n = 360,000); TR-FRET gp120-PG9 antibody binding; in the data active means inhibition above about 8.5%
NPR1 activator: GC-A stimulated cGMP production enhancers – HEK293 GC-A cells, cGMP TR-FRET, EC30 ANP, primary screen; Atrial natriuretic peptide receptor 1 (Homo sapiens), P16066; 0% at EC30 ANP, 100% saturating ANP; activation, % at 10 µM; actives 0.14% (n = 370,000); AID 1671463, 2021; in the data active means activation above about 40%
GC-B act: human GC-B receptor activators, primary screen, HEK293 GC-B cells, cGMP TR-FRET, EC30 CNP; Atrial natriuretic peptide receptor 2 (Homo sapiens), P20594; 0% at EC30 CNP, 100% saturating CNP; activation, % at 10 µM; actives 0.11% (n = 370,000); AID 1920062, 2024;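 active means activation at 10 µM reaching about 35% in either raw or pattern-adjusted values, limit read from the data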
rCAG binder: binders of r(CAG) RNA repeats, primary screen, biochemical, fluorescence. actives 1.3% (n = 370,000). r(CAG) RNA repeat, TO-PRO-1 dye displacement fluorescence. AID 651821, 2012. inhibition, % at 3 µM;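 active means inhibition above the plate cutoff, the mean of all test compounds on that plate plus 3 SD, cut at about 35% in these data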;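 further: 0% = DMSO alone and 100% = 100 µM mitoxantrone as full dye displacement; higher means more dye released from RNA so lower well fluorescence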
HTRA1 inhibitor: HTRA1 serine protease inhibitors, primary screen, biochemical, fluorescence polarization, HTS | recombinant HTRA1, FP-rhodamine activity-based probe | actives 0.5% (n = 340,000) | AID 504803, 2011 | inhibition, % at 5.96 µM; in the data active means inhibition above about 36%;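 further: 0% = enzyme with DMSO and 100% = wells lacking enzyme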
NR1D1 modulator: modulators of Rev-erb alpha DNA binding, primary screen, biochemical, FITC-DNA, fluorescence polarization, uHTS. Rev-erbα–FITC-DNA binding, 90 min. activity, % at 10 µM. Nuclear receptor subfamily 1 group D member 1 (Homo sapiens), P20393. actives 0.79% (n = 370,000);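 active means activity above about 14%, limit read from the data; passing the limit was not always enough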;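 further: 0% = DMSO wells with 35 nM protein and 100% = DMSO wells with 750 nM protein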
ABHD4 inh: ABHD4 inhibitors, primary screen, biochemical, fluorescence polarization, mouse; actives 0.54% (n = 370,000); purified mABHD4, FP-Rh probe fluorescence polarization; inhibition, % at 8.92 µM; (Lyso)-N-acylphosphatidylethanolamine lipase (Mus musculus), Q8VD66;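 active means inhibition exceeding the mean over every tested compound plus 3 SD, cut at about 30% in these data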;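 further: 0% = plate median of compound wells and 100% = S159A mutant with DMSO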
Target sequence (Q8VD66 whole entry, looked up): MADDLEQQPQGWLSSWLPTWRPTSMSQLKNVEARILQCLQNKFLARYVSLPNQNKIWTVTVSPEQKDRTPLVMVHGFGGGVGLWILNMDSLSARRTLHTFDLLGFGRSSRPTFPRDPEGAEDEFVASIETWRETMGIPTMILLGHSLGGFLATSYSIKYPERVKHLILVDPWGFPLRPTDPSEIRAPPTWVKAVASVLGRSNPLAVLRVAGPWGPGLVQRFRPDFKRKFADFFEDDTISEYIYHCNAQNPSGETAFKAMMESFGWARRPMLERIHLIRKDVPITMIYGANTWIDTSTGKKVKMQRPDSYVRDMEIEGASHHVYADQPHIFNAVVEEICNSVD
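Material: mouse ABHD4 enzyme, wild type; Benchmarks: S159A mutant high control, sample median low control; Buffer or medium: HEPES pH 7.0, NaCl, Pluronic buffer; Signal: fluorescence polarization; Read-out: percent inhibition of probe binding, normalized to plate controls; Timing: pre-incubation 45 min, probe exposure 60 min, at 25 °C; Dosing: 8.92 µM, single dose.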
The depositor's hits bear a star; / = no result given.

Molecule	rCAG binder	NPR1 activator	ARFGAP1 inhibitor	PG9 Ab binder	SMARCA2 act	GC-B act	HTRA1 inhibitor	NR1D1 modulator	ASAP1 inh	ABHD4 inh
O=C(CSCc1c[nH]c(=O)[nH]c1=O)OCC(=O)c1ccc(Br)cc1	6	2	-3	-3.0	6	6	2	-2	2	1
CC(C)(C)C(=O)Nc1nnc(SCC(=O)Nc2nccs2)s1	1	1	-3	-1.3	-2	3	-9	-4	2	7
Cc1cccc(-c2nnc(SCc3nc4ccccc4[nH]3)n2Cc2ccco2)c1	3	-11	-11	2.0	-2	-11	-18	-4	-4	1
CC(=O)c1sc(Nc2ccc3c(c2)OCO3)nc1C	3	-2	-2	-2.5	-3	-8	/	5	-6	-1
CN1CCN(CC(=O)Nc2ccc(OC(F)(F)F)cc2)CC1	-1	10	8	0.6	-2	2	7	2	19	12
Cc1ccc(-n2c(Cc3ccccc3)n[nH]c2=S)c(C)c1	1	2	-6	2.7	-2	-6	-1	-2	15	-6
CCCCn1c(-c2ccccc2)cnc1SCC(=O)NCCc1ccc(OC)c(OC)c1	-2	1	-3	1.0	0	-4	-10	2	2	4
CCOC(=O)c1ccc(NC(=O)CSc2nnc(COc3ccccc3OC)n2CC)cc1	6	-5	5	0.5	-3	-1	5	5	-1	-10
O=C(NCc1cccc(Cl)c1)NCc1cccc(Cl)c1	-1	-5	-3	2.4	-2	-4	-4	-4	-12	-5
Cn1nnnc1SCC(=O)Nc1cccc([N+](=O)[O-])c1	-1	2	-3	-0.6	-1	3	/	1	3	0
COc1cccc(NC(=O)c2ccccc2-c2nc(-c3cccc(C)c3)no2)c1	5	-6	7	-0.4	-1	-3	-77	-3	2	-51
COc1ccc(Nc2nc(NCC3CCCO3)c3ccccc3n2)c(OC)c1 (configuration not stated)	7	-6	2	-0.7	-1	-15	20	0	5	6
Cc1ccc(C(=O)COC(=O)c2ccccc2N2C(=O)C3C4CCC(C4)C3C2=O)cc1C (configuration not stated)	-2	1	-10	-0.7	-1	-3	-2	-4	4	-4
O=c1[nH]c2cccnc2n1Cc1ccccc1	1	0	2	-0.3	-1	2	0	-3	-9	-2
Cc1cc(-c2ccc(Br)cc2)n[nH]1	1	/	4	0.5	0	/	1	/	10	0
Cc1cccc(C)c1Nc1nc2ccccc2o1	0	-1	-9	0.6	-1	0	-7	-7	4	5
CC(C)(C)NC(=O)NC12CC3CC(CC(C3)C1)C2	-2	1	4	-0.5	5	-2	6	4	-2	-1
COc1ccc(CC(=O)Oc2ccc(C(C)C)cc2)cc1S(=O)(=O)N1CCOCC1	-5	4	11	-1.2	-1	14	4	3	-15	2
CC(C)(C)c1ccc(C(=O)NNc2cc(N3CCCCC3)nc(N3CCCCC3)n2)cc1	3	-6	6	-1.8	-2	-2	-10	2	11	27
COc1ccc2[nH]c(=O)c(CN(C(=O)c3cccnc3)c3ccc(C)cc3)cc2c1	1	3	3	0.6	1	-4	1	2	4	-6
COc1cc(CC(=O)OCc2ccccc2F)cc(OC)c1OC	-5	7	-7	1.0	-1	-6	-2	-6	9	-2
C#CCN(C[C@@H](CC(C)C)NC(=O)OC(C)(C)C)S(=O)(=O)c1ccc(Br)cc1F	-1	2	1	-1.6	3	-6	0	-1	1	15
Cc1nc2c(C)cccn2c1C(=O)c1ccccc1	-3	5	13	0.6	0	3	2	2	-7	-3
S=C(Nc1ccccc1)N1CCn2cccc2C1c1cccnc1 (configuration not stated)	3	7	-2	-0.7	-2	0	1	-3	-10	1
O=C(CCn1c(=O)[nH]c2ccsc2c1=O)N1CCc2ccccc2C1	-2	-5	1	1.1	0	-6	8	5	-2	3

The final two compounds of the section above lead into the next:
Molecule	rCAG binder	NPR1 activator	ARFGAP1 inhibitor	PG9 Ab binder	SMARCA2 act	GC-B act	HTRA1 inhibitor	NR1D1 modulator	ASAP1 inh	ABHD4 inh
S=C(Nc1ccccc1)N1CCn2cccc2C1c1cccnc1 (configuration not stated)	3	7	-2	-0.7	-2	0	1	-3	-10	1
O=C(CCn1c(=O)[nH]c2ccsc2c1=O)N1CCc2ccccc2C1	-2	-5	1	1.1	0	-6	8	5	-2	3
CCOC(=O)C1=CCN(S(=O)(=O)c2ccc(Cl)cc2)C1c1ccc(C)cc1 (configuration not stated)	2	-4	0	0.5	-4	-10	/	3	-5	-5
CC1(C(=O)NC(=S)N(Cc2ccccc2)c2ccccn2)CC1(Cl)Cl (configuration not stated)	0	4	2	-0.8	-1	1	1	-1	2	1
CCOC(=O)NN1C(=O)c2ccccc2NC1C (configuration not stated)	0	6	14	1.2	2	6	6	6	8	-3
CC1=NN(c2ccc(Cl)c(C(=O)O)c2)C(=O)C1	15	-2	17	-1.9	5	-1	9	-8	-7	16
Cc1cc(C(=O)NP(=O)(N2CC(C)OC(C)C2)N2CC(C)OC(C)C2)c(C)n1C1CC1 (configuration not stated)	-6	-1	1	-1.2	-2	4	4	1	4	3
CCCCCCC(=O)Nc1c2c(nc3ccccc13)N(C)CC2	-6	2	-1	-0.2	2	4	6	-4	-7	1
CC1(C)OC(=O)C(=CNc2ncccn2)C(=O)O1	0	1	3	-0.6	-1	-6	0	-3	-10	0
CC(C)Oc1ccc(CCc2n[nH]c(=S)n2-c2ccccc2)cc1	-3	0	12	1.6	0	6	2	2	-1	3
O=C(COc1ccc(Br)cc1)NN1C(=O)c2ccccc2C1=O	1	3	7	-1.8	-3	-3	/	6	5	1
Cc1ccsc1/C=C1/NC(=O)N(Cc2ccc(F)cc2)C1=O	5	-1	5	-3.0	1	1	-1	-3	16	-3
CN(C)c1ccc(C=Nc2ccccc2)cc1	2	0	15	-1.7	-3	3	6	0	8	0
COc1ccc(OC)c(NC(=O)C2CCCN2C(=O)C2CCC(C)CC2)c1 (configuration not stated)	0	-1	-11	0.2	-1	-2	5	3	0	4
Cc1cccc(NC(=O)CSc2nnc(-c3ccccc3)n2N)c1C	-1	1	11	0.6	-2	6	-4	1	-1	-3
COC(=O)CC1C(=O)NCCN1C(=O)c1sc2ccccc2c1Cl (configuration not stated)	-1	2	-2	-1.3	-1	-2	6	-9	-12	-3
Cc1nn(C)c(C)c1NC(=O)Nc1cccc(C(F)(F)F)c1	-2	11	3	-1.4	-1	0	3	-3	8	1
COc1ccc(CCn2c(=N)c(S(=O)(=O)c3ccc(Cl)cc3)cc3c(=O)n4ccccc4nc32)cc1	0	-4	4	-0.6	-1	-5	-3	2	-4	-8
Cc1ccccc1NC(=O)CSc1ccsc1[N+](=O)[O-]	15	-7	9	-0.1	-3	0	3	-11	3	17
COC(=O)c1[nH]c2ccc(F)cc2c1NC(=O)CCN1CCN(C(=O)c2ccco2)CC1	-1	-7	1	-1.7	-1	-6	/	-2	3	-1
CN(CC(=O)Nc1ccc(F)cc1)CC(=O)N1CCCC1	1	1	-4	1.9	-1	4	0	11	5	0
NC(N)=NC(N)=Nc1cccc2ccccc12	3	0	7	-1.5	-2	1	4	5	0	-4
COc1ccc(S(N)(=O)=O)cc1C(=O)NCCCN1CCN(c2ccccc2OC)CC1	-3	-1	-1	0.0	-6	-5	0	2	7	-9
NC(=O)c1ccc(Cn2c(C(=O)c3ccc(Cl)cc3)c3ccccc3[n+]2[O-])cc1	0	1	-1	-1.2	0	5	-9	0	5	6
O=C(Nc1ccccc1F)N1CCC(NC(=O)C23CC4CC(CC(C4)C2)C3)CC1	-3	-10	5	1.6	-3	-3	-2	-3	-8	-1
Cc1cccc(N(C(=O)CCC(=O)Nc2cc(C)on2)C(C(=O)NC2CCCC2)c2ccc(C)o2)c1 (configuration not stated)	0	-7	4	0.8	-3	-2	-2	-1	-15	3
CC(C)(C)C(=O)C[n+]1ccccc1	0	1	-3	-4.0	2	2	13	3	-1	-1
O=C(Nc1ccc(F)cc1)c1cccnc1N1CCOCC1	0	3	-2	1.5	-2	10	3	-2	-14	-4
CCCCNC(=O)C[C@H]1C[C@@]2(C(=O)OC)C(=C[C@H](C3CCCC3)O[C@@H]2C)N(CCC2=CCCCC2)C1=O	4	-1	/	/	-5	-2	/	2	/	-3
O=C(CCCSc1nc2ccccc2c(=O)[nH]1)c1ccccc1	-3	-1	13	1.9	-2	-3	-6	-5	8	-2
Cc1nc(SCc2ccc(F)cc2)n[nH]1	0	3	2	0.5	0	6	5	-5	-5	-8
